MazEF act: MazEF (E. coli) toxin RNase activation. FAM/BHQ RNA-DNA oligo cleavage fluorescence, 5 h. activation, % at 20 µM. 350,000 compounds, 0.32% hits. P0AE70; in the data active means activation above about 50%
Target sequence (P0AE70 whole entry, looked up): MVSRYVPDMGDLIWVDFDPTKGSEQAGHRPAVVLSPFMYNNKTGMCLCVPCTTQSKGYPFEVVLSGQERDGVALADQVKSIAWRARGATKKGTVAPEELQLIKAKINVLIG
PrPC TRFRET: inhibitors of human cell surface prion protein PrPC | P04156 | TR-FRET read-out | inhibition, % at 13.8 µM | 370,000 compounds, 0.43% hits | AID 720596; in the data active means inhibition above about 24%; further: 0% = median of the test wells and 100% = reference compound wells
BoNT F protease: blocks Botulinum neurotoxin F light chain protease; AID 588497; inhibition, % at 10 µM; 360,000 compounds, 0.22% hits; Multiplex microsphere protease cleavage assay, flow cytometry; in the data active means inhibition above about 35%, passing the limit was not always enough; inconclusive means no clear call, values can overlap the other calls; further: plate controls were buffer without enzyme for full effect and enzyme alone for no effect
3CLpro inhibitor: SARS-CoV 3CLpro protease inhibition; P0C6X7; recombinant SARS-CoV 3CLpro, quenched FRET peptide cleavage; inhibition, % at 6 µM; 290,000 compounds, 0.14% hits; AID 1706; in the data active means inhibition above about 12%
BoNT-A LC inh2: blocks Botulinum neurotoxin A light chain protease; multiplex microsphere protease substrate cleavage, flow cytometry; inhibition, % at 10 µM; 360,000 compounds, 0.17% hits; AID 588499; further: plate controls were buffer without enzyme for full effect and enzyme alone for no effect
SSB-PriA inh: blocks PriA binding to SSB C-terminal tail; AlphaScreen SSBct-PriA binding, biotinylated peptide; inhibition, % at 33 µM; 430,000 compounds, 0.6% hits; AID 1272365; in the data active means inhibition mostly above about 37%, no sharp cut-off; inactive means mostly below about 20%;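 further: plate controls were negative control peptide for no effect and reference peptide for full effect; strong numbers were not always called active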
Anthrax LF inh2: anthrax lethal factor protease inhibition; multiplex microsphere protease cleavage assay, LF; inhibition, % at 10 µM; 360,000 compounds, 0.12% hits; P15917; further: plate controls were buffer without enzyme for full effect and enzyme alone for no effect
Target sequence (P15917 whole entry, looked up): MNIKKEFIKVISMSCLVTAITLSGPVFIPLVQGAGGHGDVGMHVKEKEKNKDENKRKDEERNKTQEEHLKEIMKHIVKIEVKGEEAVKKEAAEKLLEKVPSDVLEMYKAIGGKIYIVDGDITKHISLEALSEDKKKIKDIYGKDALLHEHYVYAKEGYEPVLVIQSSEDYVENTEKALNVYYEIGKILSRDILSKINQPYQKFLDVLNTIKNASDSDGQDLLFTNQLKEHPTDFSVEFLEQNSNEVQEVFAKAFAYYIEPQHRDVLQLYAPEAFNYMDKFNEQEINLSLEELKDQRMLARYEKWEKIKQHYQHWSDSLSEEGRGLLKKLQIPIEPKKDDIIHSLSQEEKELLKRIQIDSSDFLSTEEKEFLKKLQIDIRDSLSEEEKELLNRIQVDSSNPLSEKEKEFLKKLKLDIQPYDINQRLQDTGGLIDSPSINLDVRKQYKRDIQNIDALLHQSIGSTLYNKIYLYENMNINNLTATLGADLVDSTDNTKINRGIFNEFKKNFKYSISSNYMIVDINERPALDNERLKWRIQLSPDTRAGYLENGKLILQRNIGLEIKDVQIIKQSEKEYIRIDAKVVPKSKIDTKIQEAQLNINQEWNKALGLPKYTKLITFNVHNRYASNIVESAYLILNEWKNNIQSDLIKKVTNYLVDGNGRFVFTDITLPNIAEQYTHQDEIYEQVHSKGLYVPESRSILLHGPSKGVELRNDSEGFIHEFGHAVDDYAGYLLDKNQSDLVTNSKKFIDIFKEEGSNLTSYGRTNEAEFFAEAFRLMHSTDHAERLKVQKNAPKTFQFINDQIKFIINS
DUSP3 inh: DUSP3 (human) phosphatase inhibition; P51452; recombinant VHR phosphatase, pNPP absorbance; inhibition, % at 13.3 µM; 290,000 compounds, 0.52% hits; in the data active means inhibition above about 50%; further: some compounds called inactive have numbers as strong as hits
Target sequence (P51452 whole entry, looked up): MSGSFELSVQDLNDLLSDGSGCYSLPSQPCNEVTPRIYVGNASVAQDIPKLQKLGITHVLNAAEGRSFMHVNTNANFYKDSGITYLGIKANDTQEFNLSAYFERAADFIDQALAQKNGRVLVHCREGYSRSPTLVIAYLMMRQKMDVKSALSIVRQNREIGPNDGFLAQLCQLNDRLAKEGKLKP
CCHF vOTU inh: CCHFV vOTU protease inhibition; Pep-AMC fluorescence; AID 651958; 370,000 compounds, 0.55% hits; inhibition, % at 11.5 µM; in the data active means inhibition above about 30%; further: 0% = vehicle wells with enzyme and 100% = no enzyme wells
Rv3671c protease: Rv3671c (M. tuberculosis) protease inhibition; 320,000 compounds, 0.048% hits; P9WHR9; inhibition, % at 5.96 µM; in the data active means inhibition above about 38%;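 further: extracellular domain of Rv3671c used as enzyme; 0% = enzyme with DMSO and 100% = no enzyme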
Starred values were filed as active, the others as inactive; u = inconclusive; x = no result given. Unless noted, no stated cut-off is given here; in the data, active means inhibition above about 30%; inconclusive means no clear call, values can overlap the other calls; inactive means below that. An excerpt (hit frequency here may not be typical).

SMILES	MazEF act	PrPC TRFRET	BoNT F protease	3CLpro inhibitor	BoNT-A LC inh2	SSB-PriA inh	Anthrax LF inh2	DUSP3 inh	CCHF vOTU inh	Rv3671c protease
Cc1ccc(NC(=O)c2ccc(F)cc2F)cc1NS(C)(=O)=O	0	4	-11	-1	-0.7	-5	-4	20	2	2
Cc1ccc(C(=O)NNC(=O)c2cc(C)nc3ccccc23)cc1	3	-7	u	x	4.5	-2	-2	x	1	-7
O=C(O)CSc1nnc(NC(=O)c2ccc3c(c2)OCO3)s1	11	-4	-7	0	0.1	-12	-1	12	-7	4
COC(OC)c1ccnc(SCc2ccccc2Cl)n1	4	-3	-11	8	-0.1	-34	-5	8	10	1
CCOC(=O)c1c(NC(NC(=O)CF)C(Cl)(Cl)Cl)sc2c1CCCC2 (centres undefined)	6	4	-6	5	-1.9	-2	-6	32	-7	-6
COc1ccccc1N1C(=O)c2cccnc2C1=O	9	0	u	3	-0.2	-6	-11	22	-9	4
CSCCC(NC(=O)c1ccc(Cl)cc1Cl)C(=O)NNC(=O)c1csc(N2CCOCC2)n1 (centres undefined)	1	-6	-5	6	-4.8	0	-3	45	-9	0
Cc1ccc(C(C)NC(=O)c2cccs2)cc1 (centres undefined)	4	4	14	x	2.8	-2	-3	x	-11	-5
CCCOc1cccc(C2C(C(=O)c3cccs3)=C(O)C(=O)N2CCN2CCOCC2)c1 (centres undefined)	-2	-1	11	5	0.6	-4	-5	-14	-6	15
CCOC(=O)CN=C(NS(=O)(=O)c1ccc(Cl)cc1)c1ccccc1	3	10	-1	0	0.0	-14	0	18	9	-6
CC(=O)NC1=NC(=O)/C(=C/c2cc(C)n(-c3ccc(NC(C)=O)cc3)c2C)S1	-17	-6	-3	2	0.5	2	-2	-1	7	6
O=C(CSc1nccc(=O)[nH]1)Nc1cccc2ccccc12	5	8	-6	-2	-3.5	-5	2	-46	5	1
CCCCn1c(SCC(=O)NNC(=O)c2ccco2)nnc1-c1ccco1	3	-3	1	-2	-1.0	-9	4	7	-8	-15
CSCCC(NS(=O)(=O)c1ccc2c(c1)oc(=O)n2C)C(=O)NCc1ccc(C)cc1 (centres undefined)	-18	-1	1	3	0.5	0	6	2	-10	-1
COc1ccc(OC)c(NC(=O)Cn2cccc2)c1	4	x	-11	2	-0.2	1	-4	6	x	-3
CCN(CC)CCCNC(=O)Cn1nc([N+](=O)[O-])c(Cl)c1C	9	-1	-2	-1	-0.6	-14	0	6	-6	-3
CN(CC(=O)Nc1ccccc1Cl)C(=O)CSc1nnc(-c2ccco2)o1	4	5	-8	4	-0.2	-11	-1	0	3	-1
CNC(=S)Nc1cccc([N+](=O)[O-])c1	6	-17	-7	3	1.2	-5	-6	16	-10	-16
O=C(Nc1ccccc1)Nc1ccc(C(=O)N2CCCC2)cc1	2	-2	0	4	0.2	-13	-1	21	12	-9
O=C(NCCN1C(=O)S/C(=C\c2ccc(F)cc2)C1=O)c1cccc(S(=O)(=O)N2CCOCC2)c1	8	-5	0	1	-0.5	-11	-2	-1	1	-20
O=C(NCc1ccccn1)Nc1ccccc1F	6	-1	8	-1	2.2	-7	-1	23	7	-2
CC[C@@H]1C=C(C(=O)O)[C@H](c2ccc(F)cc2)N1S(=O)(=O)c1ccc(C)cc1	-3	-5	2	x	-0.5	-10	-5	x	-4	3
CCCCN(CC)S(=O)(=O)c1ccc(C(=O)Nc2nnc(-c3ccccc3Cl)o2)cc1	x	x	-32	-4	-1.3	x	-2	21	x	-33
c1coc(Cn2nnnc2CN2CCN(C3CCCCC3)CC2)c1	4	-6	x	-6	x	-16	x	25	3	2
COc1ccc(C(=O)Oc2ccc(/C=N/NC(=O)Cc3ccc([N+](=O)[O-])cc3)cc2)cc1	-16	-5	-6	1	-0.9	x	0	-4	-12	4
COc1c(Cl)cc(-c2noc(C)c2C(=O)NCc2ccccc2)cc1Cl	6	0	-2	-2	-0.1	-12	-8	29	3	3
FC(F)(F)c1nc(-c2cccnc2)ncc1-c1nnnn1-c1ccccc1	-7	7	-10	-1	-0.3	-23	-12	20	12	5
CCc1nnc(SCC(=O)N2CCCc3ccccc32)nc1CC	0	4	20	5	-1.1	3	-2	6	-5	2
O=C(c1ccc([N+](=O)[O-])cc1)N1CCc2ccccc21	-3	-37	-2	x	0.7	6	-9	x	-7	-1
C[C@H](NC(=O)[C@H]1N2C(=O)c3ccccc3C2SC1(C)C)C(=O)NCC1CCCO1 (some centres undefined)	6	0	2	-6	0.7	0	-4	-1	6	-4
C[C@@H]1CN([C@H](C)CO)C(=O)CCCn2cc(nn2)CO[C@H]1CN(C)S(=O)(=O)c1ccc(Oc2ccccc2)nc1	3	2	0	x	-0.2	x	1	x	-3	x
CN(CCN(C)C(C)(C)C)C(=O)C(c1ccccc1)c1ccccc1	-13	5	u	-4	1.9	-6	14	1	-6	-1
Cc1[nH]nc2c1C(Cc1ccccc1)C(C#N)=C(N)O2 (centres undefined)	3	8	-3	5	-0.5	-7	-3	21	3	-4
CN(C)CCCNCC(=O)Nc1ccccc1N1CCOCC1	-3	-4	4	-5	-0.5	-11	4	13	11	-7
CCOc1ccc(CN2CCC(=O)NC2=O)cc1	6	1	4	1	5.6	-21	-9	0	0	-7
Cc1noc(C)c1S(=O)(=O)N1CCC(C(=O)NCCC2=CCCCC2)CC1	-6	-7	0	0	0.4	-9	-2	29	-7	-8
Cc1cc2c3c(c1C)C(=O)C(=O)N3C(C)(C)CC2C (centres undefined)	-1	0	-1	4	-0.8	23	1	-12	0	1
COc1cccc(C(=O)n2c(SC)nc3cc4c(cc32)OCCO4)c1	-2	6	-10	-2	0.4	-13	-3	16	-8	3
CN(C)CCn1c(=S)[nH]c2ncccc2c1=O	-3	-8	4	4	-1.0	-1	-2	27	-13	5
O=C(CC1C(=O)NCCN1CCCc1ccccc1)NCCc1ccccc1Cl (centres undefined)	-1	-6	-8	2	-1.4	20	-2	4	-6	-22
Cc1cc(=O)oc2cc(OCC(=O)NCCCN3CCCC3=O)c(Cl)cc12	9	-4	-3	-2	-0.1	0	-1	18	5	2
CCCCn1c(N)c(N(CCC(C)C)C(=O)COC(=O)c2cccnc2SC)c(=O)[nH]c1=O	4	-6	-14	x	-0.4	0	-1	x	-8	x
CCn1nc(C(C)C)cc1C(=O)N1CCCC(CO)(Cc2ccc(F)cc2F)C1 (centres undefined)	6	6	-7	4	-2.1	-3	-3	-9	10	-6
CCCSc1nc2c(c(=O)[nH]c(=O)n2C)n1C	5	0	-24	-3	-1.3	-22	-7	2	10	0
COc1ccc(-c2nnc(SCC(=O)c3[nH]c(C)c(C(C)=O)c3C)o2)cc1	20	12	10	-6	0.3	-23	-2	-10	2	-11
CC(c1ccccc1)C1CC(=O)N(C2CCCCC2)C1=O (centres undefined)	3	0	-2	-2	-0.5	-30	0	18	4	-2
COc1ccc(OC)c(NC(=O)C2CCC(CNc3c(N4CCC(C)CC4)c(=O)c3=O)CC2)c1 (centres undefined)	10	0	-20	-1	-0.2	-14	-15	12	16	7
Cc1cccnc1NC(=O)CNC(=O)C12CC3CC(CC(Cl)(C3)C1)C2	1	-2	2	x	0.1	2	4	x	-6	-4
Cc1cc(C)c(C(=O)COC(=O)CCn2c(C)csc2=O)cc1C	-13	-1	1	x	0.8	16	-2	x	-8	-9
Cn1c(=O)c2c(nc(SC3C(=O)CC(C)(C)CC3=O)n2C)n(C)c1=O	-1	1	-7	x	-0.4	7	0	10	8	-2
CCCCOCCCNC(=O)N[C@H](C(=O)OC)C(C)C	-15	-3	3	-1	-0.7	-17	-3	14	-6	-2
COCCn1nnnc1C(c1ccc(OC)cc1OC)N1CCN(c2ccccc2F)CC1 (centres undefined)	8	-2	-39	1	-3.4	-13	-3	-8	9	-9
COc1ccc(NC(=O)C(Sc2nnc3ccccn23)c2ccccc2)cc1Cl (centres undefined)	2	-8	-5	7	-0.3	1	-1	37	-5	-1
CCOc1cc(NC(=O)C2CC2)c(OCC)cc1NC(=O)c1ccccn1	5	2	-62	-2	-3.7	-3	-10	-5	7	2
Cc1ccccc1S(=O)(=O)Nc1nc2ccccc2nc1Cl	-2	19	-4	5	-0.1	-2	0	5	17	-3
NS(=O)(=O)c1cccc(NC(=O)COC(=O)CSCc2ccccc2)c1	-15	6	3	x	-0.6	0	0	x	4	0
O=S(=O)(Nc1cc(Cl)ccc1-n1cncn1)c1cc(Br)ccc1Br	-8	2	-13	x	-0.5	2	-7	x	11	2
O=C(CN(Cc1cccs1)C(=O)CNS(=O)(=O)c1ccc(F)cc1)NCC1CCCO1 (centres undefined)	-1	-13	2	-1	0.9	-13	4	28	6	9
COC(=O)c1c(C)[nH]c(C)c1-c1ccccc1	-3	12	-9	-1	0.5	9	3	33	-5	-8
O=C(c1ccc(OC2CCN(CCc3ccccc3)CC2)cc1)N1CCC[C@H]1CO	-12	3	0	4	-3.7	-16	2	17	3	x

Record cards, from the list above. Screens in order: MazEF act, PrPC TRFRET, BoNT F protease, 3CLpro inhibitor, BoNT-A LC inh2, SSB-PriA inh, Anthrax LF inh2, DUSP3 inh, CCHF vOTU inh, Rv3671c protease
COc1ccc(-c2nnc(SCC(=O)c3[nH]c(C)c(C(C)=O)c3C)o2)cc1 across the screens: 20, 12, 10, -6, 0.3, -23, -2, -10, 2, -11
COc1c(Cl)cc(-c2noc(C)c2C(=O)NCc2ccccc2)cc1Cl across the screens: 6, 0, -2, -2, -0.1, -12, -8, 29, 3, 3

(cont.)
SMILES	MazEF act	PrPC TRFRET	BoNT F protease	3CLpro inhibitor	BoNT-A LC inh2	SSB-PriA inh	Anthrax LF inh2	DUSP3 inh	CCHF vOTU inh	Rv3671c protease
S=C(NCc1cccs1)Nc1cc(Cl)cc(Cl)c1	20	-5	-4	7	-0.9	-26	-3	9	9	-27
CC(C)C1C(C#N)=C(N)Oc2c1c(=O)oc1ccccc21 (centres undefined)	1	-1	-3	x	-0.3	x	-3	x	-6	x
Cc1c(C(=O)NC(C)CN2CCCCC2)oc2ccccc12 (centres undefined)	6	-5	-4	4	0.7	3	5	-24	-17	7
Cc1cc(=O)oc2cc(OCC(=O)Nc3nnc(C(C)C)s3)ccc12	29	-1	-10	6	-1.1	1	-2	7	-15	-3
CC(=O)c1ccc(S(=O)(=O)NC2CC(=O)N(c3ccc(C)c(C)c3)C2)cc1 (centres undefined)	-2	8	17	x	0.1	5	3	x	1	-10
CCOc1ccc2[nH]c(C)cc(=O)c2c1	3	-3	2	-1	0.0	-7	-5	19	-16	-5
C=CCOc1ccc(-c2nc3c(c(=O)[nH]c(=O)n3Cc3ccccc3)n2CCCOC)cc1	-2	1	-7	0	-3.3	-3	-5	26	-13	-1
CCOC(=O)/C(=C\c1cn(C)c2ccccc12)[N+](=O)[O-]	-2	8	-3	1	0.5	-6	1	17	-9	-4
COc1ccc(-c2cn(Cc3ccc([N+](=O)[O-])cc3)nn2)cc1	8	-20	-8	-4	0.2	-8	4	13	10	-14
O=C(COC(=O)c1ccc(Br)o1)NCc1ccccc1Cl	3	5	-19	x	-5.6	-1	-3	x	5	3
C=CCN1C2=NCCCN2c2ccccc21	3	-4	-6	-6	0.9	1	-2	5	-8	-4
CCOC(=O)c1[nH]c2cc(OC)c(OC)cc2c1NC(=O)c1nonc1C	11	3	-2	4	-0.3	-2	-9	18	3	4

A stretch of the results above, for reference:
SMILES	MazEF act	PrPC TRFRET	BoNT F protease	3CLpro inhibitor	BoNT-A LC inh2	SSB-PriA inh	Anthrax LF inh2	DUSP3 inh	CCHF vOTU inh	Rv3671c protease
CC(=O)c1ccc(S(=O)(=O)NC2CC(=O)N(c3ccc(C)c(C)c3)C2)cc1 (centres undefined)	-2	8	17	x	0.1	5	3	x	1	-10
CCOc1ccc2[nH]c(C)cc(=O)c2c1	3	-3	2	-1	0.0	-7	-5	19	-16	-5
C=CCOc1ccc(-c2nc3c(c(=O)[nH]c(=O)n3Cc3ccccc3)n2CCCOC)cc1	-2	1	-7	0	-3.3	-3	-5	26	-13	-1
CCOC(=O)/C(=C\c1cn(C)c2ccccc12)[N+](=O)[O-]	-2	8	-3	1	0.5	-6	1	17	-9	-4
COc1ccc(-c2cn(Cc3ccc([N+](=O)[O-])cc3)nn2)cc1	8	-20	-8	-4	0.2	-8	4	13	10	-14

High-throughput results deposited in PubChem BioAssay by several laboratories.
